Assay outcomes (PubChem)
Pf growth 96h: inhibits malaria parasite growth, 96 h; P. falciparum luciferase reporter growth, 96 h; Potency, µM (highest dose often 28.7 µM), inactives show at the highest dose activity change, negative = inhibition, usual class: inhibitors; 320,000 tested, 6.9% active; AID 504834; note: potency is the fitted concentration of half-maximal effect; % is set by controls: 0 for no effect and ±100 for the full control effect
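Readout is luminescence from an integrated firefly luciferase in P. falciparum. Red cells, 2% hematocrit and 0.05% parasitemia final, were cultured with compound through two parasite generations (96 hours) at 37 C, 5% CO2.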
LmPK inhibitor: inhibitors of Leishmania mexicana pyruvate kinase; Potency, µM (top dose mostly 57.5 µM), for the others: at the highest dose activity change, negative = inhibition, hits mostly inhibitors; Q27686; purified LmPK, Kinase-Glo ATP luminescence, 1 h; 290,000 tested, 0.37% active; AID 1721; note: potency is the fitted concentration of half-maximal effect; % is set by controls: 0 for no effect and ±100 for the full control effect
Target sequence (Q27686 whole entry, looked up): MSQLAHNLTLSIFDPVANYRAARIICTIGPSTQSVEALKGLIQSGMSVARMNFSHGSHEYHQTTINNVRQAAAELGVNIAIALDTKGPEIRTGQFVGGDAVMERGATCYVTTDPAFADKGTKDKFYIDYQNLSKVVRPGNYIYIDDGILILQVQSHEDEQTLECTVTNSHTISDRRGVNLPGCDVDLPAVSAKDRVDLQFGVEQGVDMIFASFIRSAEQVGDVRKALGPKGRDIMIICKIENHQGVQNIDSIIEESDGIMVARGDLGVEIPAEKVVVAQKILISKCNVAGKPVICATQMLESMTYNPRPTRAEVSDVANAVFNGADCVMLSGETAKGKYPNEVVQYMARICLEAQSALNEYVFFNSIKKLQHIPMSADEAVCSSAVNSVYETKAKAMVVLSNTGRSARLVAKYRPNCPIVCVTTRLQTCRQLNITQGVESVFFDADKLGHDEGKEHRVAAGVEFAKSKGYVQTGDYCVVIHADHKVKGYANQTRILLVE
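ATP generated from ADP (0.1 mM) and PEP (0.5 mM) by 0.1 nM LmPK over 1 h at room temperature (pH 7.2 imidazole buffer) was detected by coupled luciferase luminescence. Values were normalized to uninhibited and no-enzyme wells.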
AmpC no deterg: blocks E. coli AmpC beta-lactamase in detergent-free assay; P00811; AmpC nitrocefin hydrolysis, absorbance 480 nm, 0.0001% Triton; Potency, µM (highest dose often 57.1 µM), for the others: at the highest dose activity change, negative = inhibition, usual class: inhibitors; AID 485341; 330,000 tested, 0.52% active;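 note: potency is the fitted concentration of half-maximal effect; plate controls were no compound for no effect and no enzyme for full effect; nearly all actives have a fitted effect of over 20% in size; some results filed as inactive show a strong effect at the top dose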
Target sequence (P00811 whole entry, looked up): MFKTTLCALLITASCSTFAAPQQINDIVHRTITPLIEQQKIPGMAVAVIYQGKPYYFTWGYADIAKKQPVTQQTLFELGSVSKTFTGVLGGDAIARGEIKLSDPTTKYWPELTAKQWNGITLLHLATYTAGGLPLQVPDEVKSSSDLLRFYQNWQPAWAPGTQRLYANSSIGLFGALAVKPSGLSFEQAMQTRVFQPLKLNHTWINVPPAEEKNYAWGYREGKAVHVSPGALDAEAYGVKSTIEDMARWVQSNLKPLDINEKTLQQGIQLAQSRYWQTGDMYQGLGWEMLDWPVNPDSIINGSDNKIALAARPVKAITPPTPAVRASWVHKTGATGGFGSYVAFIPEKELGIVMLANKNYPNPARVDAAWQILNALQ
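20 mM phosphate pH 7.0 + 0.01% (detergent screen) or 0.0001% Triton X-100; 5.3 nM AmpC reagent; cpd preinc 15 min RT; nitrocefin (800 uM stock) to start; A480 q20 s × 4 min; Activity was normalised to no-enzyme and no-compound control wells.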
TbPYK inhibitor: blocks Trypanosoma brucei pyruvate kinase | TbPYK enzyme, Kinase-Glo Plus ATP luminescence, 45 min | Potency, µM (series often up to 76.8 µM), for inactives: at the highest dose activity, negative = inhibition, hits mostly inhibitors | 410,000 tested, 0.12% active | AID 624173; note: potency is the fitted concentration of half-maximal effect; % is set by controls: 0 for no effect and ±100 for the full control effect; nearly all actives have a fitted effect of over 50% in size
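In this concentration-response screen, enzyme-free wells defined baseline while DMSO plates tracked drift. Each reaction combined TbPYK, substrate, compound and 130 uM ADP for 45 min at room temperature. Kinase-Glo Plus luminescence gave the signal.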
Shiga toxin inh: blocks Shiga toxin action in Vero cells | Vero cells, Shiga toxin protein synthesis inhibition reporter | 290,000 tested, 9.2% active | inhibition, % at 38.7 µM | AID 2315; in the data active = inhibition mostly above about 28%, no sharp cut-off; inactive = mostly below about 43%; note: 0% is about no effect
Pf growth 48h: P. falciparum growth inhibition at 48 hours (one generation); Potency, µM (doses to about 28.7 µM), for the others: at the highest dose activity change, negative = inhibition, actives largely listed as inhibitors; 310,000 tested, 5.9% active; P. falciparum luciferase growth in erythrocytes, 48 h; note: potency is the fitted concentration of half-maximal effect; % is set by controls: 0 for no effect and ±100 for the full control effect
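Growth was read as firefly luciferase luminescence after a 48 h, 37 C, 5% CO2 exposure of compounds to reporter-bearing P. falciparum cultures (0.1% parasitemia, 2% hematocrit final) in Albumax-supplemented RPMI 1640.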
Cycloheximide cs: counter-screen hit for Shiga toxin inhibitors, cycloheximide; cell reporter, cycloheximide protein synthesis inhibition counterscreen; max response, %; 300,000 tested, 12% active; AID 2314; in the data active = max response mostly above about 13%, no sharp cut-off; inactive = mostly below about 14%; note: read at 38.3 µM for the half of the compounds with a filed dose; 0% is about no effect
* hit, by the source's call; ? = inconclusive; / = no result given; [ ] = remark or other dose. Unless noted, calls come from the whole dose curve; as a rule, active = well fitted curve in the direction sought with a large enough effect; inconclusive = small, poorly fitted or top-dose-only effect, or another doubt; inactive = no such curve, though single readings can be large; an effect the other way counts as inactive or inconclusive.

SMILES	Pf growth 96h	LmPK inhibitor	AmpC no deterg	TbPYK inhibitor	Shiga toxin inh	Pf growth 48h	Cycloheximide cs
COc1ccc2c(OC)cc(=O)n(C)c2c1	13%	5%	-9%	-8%	14	20%	5
Cc1cc(C)nc(/N=C(\N)Nc2ccc(S(=O)(=O)O)cc2)n1	15%	1%	-22%	-7%	2	6%	-3
Cc1ccc(S(=O)(=O)NCC(=O)OCC(=O)N(Cc2ccccc2)C(C)(C)C)cc1	-10%	-2%	15%	4%	-5	0%	-4
CC1CC(C)(C)n2c(O)c(N=NC(N)=S)c3cccc1c32 (stereo not given)	11%	4%	-22%	-3%	6	?	-1
COc1ccc2c(c1OC)C(=O)OC2Nc1nc2ccccc2s1 (stereo not given)	76%[activator]	16%	-6%	0%	12	70%[activator]	8
CCOC(=O)c1sc(NC(=O)CSc2nc3cccnc3n2C)nc1C	?	-4%	14%	0%	-22	28%	-1
O=C(O)c1cccc(NS(=O)(=O)c2cccc3cccnc23)c1	30%	2%	-5%	-3%	-20	/	-7
CN(c1ccc(C(=O)N2CCN(Cc3ccc4c(c3)OCO4)CC2)cc1)S(C)(=O)=O	46%[activator]	0%	64%[activator]	2%	-12	-16%	1
Cc1c(C(=O)Nc2c3c(nn2C(C)(C)C)CS(=O)(=O)C3)cccc1[N+](=O)[O-]	?	1%	-21%	-15%	-4	18%	-2
Cc1ccc(C(=O)Cn2cccn2)cc1	83%[activator]	-6%	-13%	-4%	5	275%[activator]	7
O=C(c1cnn2c1NC(c1ccc(Br)cc1)CC2C(F)(F)F)N1CCN(C23CC4CC(CC(C4)C2)C3)CC1 (stereo not given)	8.3µM*	1%	40%	-4%	-3	3.7µM*	-4
CC(=O)c1[nH]c(C)c(C(C)=O)c1C	?	4%	-6%	-5%	-10	0%	3
CC1CCCN(S(=O)(=O)c2ccc(C(=O)Nc3ccccc3-c3nc4ccccc4[nH]3)cc2)C1 (stereo not given)	?	-2%	-19%	1%	-9	1.5µM*	-9
NC(=O)c1sc2nc3c(c(-c4cccs4)c2c1N)CCCC3	3%	-6%	-16%	/	4	7%	-2
COc1ccc(N2CCN(c3ccc(C(N)=O)cc3[N+](=O)[O-])CC2)cc1	5%	3%	-25%	-1%	-4	-19%	-1
Cc1ccc(C(=O)N2CCN(S(=O)(=O)N3CCCCCC3)CC2)cc1	-4%	1%	10%	9%	-8	7%	-4
CCC(C(=O)NC1CCCC1)N(C(=O)Cn1nnc(-c2ccc(C)o2)n1)c1cccc(O)c1 (stereo not given)	3%	-5%	-16%	-1%	3	?	-2
COc1ccc(C(=O)N/N=C(\C)CC(=O)Nc2ccc3c(c2)OCCO3)c(OC)c1	26%	0%	41%	0%	37	2%	3
COc1ccc(-n2c3c(c(=O)[nH]c2=O)C(C(F)(F)F)(C(F)(F)F)N=C(CC(C)C)N3)cc1	-23%	1%	-6%	-2%	-13	?	1
COc1ccc(/C=C2/SC(=O)N(CCC(=O)Nc3ccccc3C(=O)O)C2=S)cc1	31%[activator]	8%	-30%	5%	-6	-25%	-2
O=C(c1ccccn1)N1CCCC(N2CCN(c3ccc(F)cc3)CC2)C1 (stereo not given)	-9%	-5%	-1%	0%	16	1%	16
Cc1ccc2ncccc2c1NS(=O)(=O)c1ccccc1	?	4%	-15%	1%	-8	-16%	-1
O=C(/C=C/c1cccc([N+](=O)[O-])c1)N1CCN(c2ccccn2)CC1	?	0%	-7%	4%	-7	39%[activator]	-2
Cc1n[nH]c(C)c1S(=O)(=O)N1CCCC(C(=O)Nc2ccc3c(c2)OCCO3)C1 (stereo not given)	-11%	-5%	-7%	/	6	/	5
Nc1c(N(CCC2=CCCCC2)C(=O)c2ccco2)c(=O)[nH]c(=O)n1Cc1ccccc1	-19%	/	125%[activator]	1%	/	?	/
Further structures follow.
SMILES	Pf growth 96h	LmPK inhibitor	AmpC no deterg	TbPYK inhibitor	Shiga toxin inh	Pf growth 48h	Cycloheximide cs
CC(C)CCNC(=O)C1CCN(S(=O)(=O)c2ccc3c(c2)CC(C)N3C(=O)C2CCC2)CC1 (stereo not given)	?	1%	76%[activator]	1%	-4	15µM*	-2
COc1ccc(-c2cc(C3CCN(c4ncccc4[N+](=O)[O-])CC3)[nH]n2)cc1	?	10%	14%	-5%	-3	/	-2
Cc1ccccc1C(=O)Nc1ccc2c(c1)OCO2	/	?	-20%	5%	70	194%[activator]	30*
COc1cc(OC)cc(C(=O)NC(C(=O)Nc2ccc3c(c2)OCCO3)C(C)C)c1 (stereo not given)	17%	/	-9%	-4%	/	68%[activator]	/
O=C(CCCN1C(=O)/C(=C/c2ccccc2Cl)SC1=S)N1CCOCC1	?	?	-2%	-11%	-11	?	-1
CN(C)S(=O)(=O)c1ccc(NC(=O)C2CCCN(C(=O)c3ccc(Cl)cc3)C2)cc1 (stereo not given)	?	2%	9%	-10%	-9	-2%	-6
COc1ccc(NC(=O)CCNC(=O)Cn2ccc3ccccc3c2=O)cc1OC	-6%	-4%	-5%	-3%	-3	1%	-1
C=CCN1C=C2C(=O)C(C)(OC(=O)CCc3ccccc3)C(=O)C=C2C=C1c1ccc(C#N)cc1 (stereo not given)	?	-3%[11.5 µM]	34%	-6%	-3	12µM*	-2
Cc1ccccc1/C=N/Nc1nc2ccccc2[nH]1	-35%	2%	-28%	2%	76*	?	49*
O=C(N/N=C\c1cccnc1)c1ccc(Br)s1	-25%	3%	-22%	-10%	60	20%	34*
CCCSc1nnc(CSc2nc(C)cc(C)n2)n1C	10µM*	-7%	-10%	5%	-7	-12%	5
CCOC(=O)C(CSCC(=O)c1ccc(Cl)cc1Cl)NC(=O)OC(C)(C)C (stereo not given)	-30%	2%	19%	2%	-11	/	10
COc1cc(S(=O)(=O)NCc2cccnc2)c(OC)cc1Br	?	-3%	-8%	-5%	-4	-2%	-1
CC(=O)Nc1cccc(C(=O)NC(C)c2ccc(-n3ccnc3)cc2)c1 (stereo not given)	-7%	-3%	-10%	6%	-7	-18%	-3
CC(C)[C@H](NC(=O)NCc1ccc(F)cc1)C(=O)O	42%[activator]	0%	-3%	-2%	-2	21%	-1
CCc1ccc(NC(=S)N2CCC(NC(=O)c3ccccc3OC)CC2)cc1	48%[activator]	-8%	-7%	6%	-3	-6%	0
Cc1cccc(NC(=O)CSc2nc(=O)n3ccccc3n2)c1C	23%	/	-4%	1%	/	1%	/
CCc1nc(SCC(=O)O)c(C#N)cc1C	37%[activator]	5%	-16%	-8%	2	/	-1
CC(OC(=O)/C=C/c1ccccc1Cl)C(=O)NC1CCCCC1C (stereo not given)	94%[activator]	/	-12%	9%	/	-26%	/
O=C(/C=C/c1cn(-c2ccccc2)nc1-c1cccnc1)N1CCCCC1	?	5%	-10%[11.4 µM]	-2%	13	?	16
O=C(c1ccc(C(F)(F)F)cc1)N1CCC(=O)N(C(COCc2ccc(Cl)cc2)Cc2ccccc2)CC1 (stereo not given)	?	2%	243%[activator]	0%	-10	?	2
Cc1nnc(SCSc2nnc(C)s2)s1	-20%	3%	-7%	0%	10	-22%	-4
CN(C)Cc1c(C(=O)N/N=C/c2cccc(OCc3ccc(F)cc3)c2)nnn1-c1nonc1N	?	-7%	-19%	-4%	-1	20%	-3
O=C(CN1C(=O)C2C3CCC(C3)C2C1=O)OCC(=O)c1ccc(Br)cc1 (stereo not given)	13%	-6%	62%[activator]	0%	-4	15%	11
CCN1C(=O)C(O)(CC(=O)c2ccc3c(c2)OCCO3)c2ccccc21 (stereo not given)	7%	1%	-1%	2%	15	/	6

2 entries from above, reformatted.
Below each compound – Pf growth 96h, LmPK inhibitor, AmpC no deterg, TbPYK inhibitor, Shiga toxin inh, Pf growth 48h, Cycloheximide cs
CCc1nc(SCC(=O)O)c(C#N)cc1C
    37%[activator], 5%, -16%, -8%, 2, /, -1
Cc1cccc(NC(=O)CSc2nc(=O)n3ccccc3n2)c1C
    23%, /, -4%, 1%, /, 1%, /

Continuation.
SMILES	Pf growth 96h	LmPK inhibitor	AmpC no deterg	TbPYK inhibitor	Shiga toxin inh	Pf growth 48h	Cycloheximide cs
C=CCN1CN(Cc2ccco2)CNC1=S	-72%	-6%	-14%	4%	-8	18%	-4
CCOC(=O)c1c(-c2ccc(C)cc2)csc1NC(=O)C1CC=CCC1C(=O)O (stereo not given)	51%[activator]	0%	-52%	-17%	21	-11%	18
CCOC(=O)c1oc2ccc3c(c2c1C)C(=O)CC1(CCN(C(=O)OCC)CC1)O3	16%	4%	-19%	-9%	-7	2.6µM*	-2
N/C(Cc1ccc([N+](=O)[O-])cc1)=N\OC(=O)c1ccc(Br)o1	33%[activator]	0%	-10%	-6%	38	15%	-2
CCCC(=O)NC(Nc1cccc(C(F)(F)F)c1)C(Cl)(Cl)Cl (stereo not given)	1.9µM*	2%	-22%	2%	-8	?	1
Cc1cc(N2CCN(C)CC2)nc2ccc(NC(=S)NCCC(C)C)cc12	-25%	1%	74%[activator]	4%	24	10%[0.00184 µM]	14
CCCC(=O)c1ccc(N2CCN(C(=O)c3ccccc3Br)CC2)c(F)c1	/	1%	35%	-5%	15	?	-6
N#CC1=C(N)OC2=C(C(=O)CCC2)C1c1cccs1 (stereo not given)	?	2%	-15%	1%	2	4%	2
c1ccc(NCc2cccc3ccccc23)nc1	-21%	-1%	-25%	-4%	37	5%	9
CC(=O)NNC(=O)C(O)(c1ccccc1)c1ccccc1	-16%	0%	-8%	5%	-8	-26%	-4
Cc1cccc(N(C(=O)c2snc(C(N)=O)c2N)C(C(=O)NCC2CCCO2)c2ccc(N(C)C)cc2)c1 (stereo not given)	40%[activator]	-5%	-9%	-1%	2	13µM*	-5
c1ccc(-n2ncc3c2ncn2nnnc32)cc1	?	-7%	-10%	1%	-2	/	-1
CCOc1cc(C(=S)N2CCOCC2)ccc1OC(=O)c1cc(OC)c(OC)c(OC)c1	130%[activator]	1%	-1%	-2%	-2	28%	-1
COc1ccc(CN(CC2CCC(C(=O)O)CC2)C(=S)Nc2ccccc2OC)cc1 (stereo not given)	49%[activator]	0%	-14%	-15%	14	?	-3
O=C(OCC(=O)N1CCc2ccccc21)c1cccc(S(=O)(=O)N2CCCc3ccccc32)c1	?	-5%	-12%	3%	-3	-1%	3
COc1cc2cc(C(=O)N3CCOCC3)cc(-c3ccc(C)cc3)c2cc1OC	8.3µM*	1%	209%[activator]	-1%	-14	?	-3
CC(=O)N1CCN(c2ccccc2NC(=O)c2cc3ccccc3o2)CC1	0%	-9%	166%[activator]	4%	-6	?	-5

Four of the compounds above, bar-delimited:
canonical_smiles | Pf growth 96h | LmPK inhibitor | AmpC no deterg | TbPYK inhibitor | Shiga toxin inh | Pf growth 48h | Cycloheximide cs
C=CCN1CN(Cc2ccco2)CNC1=S | -72% | -6% | -14% | 4% | -8 | 18% | -4
CCOC(=O)c1c(-c2ccc(C)cc2)csc1NC(=O)C1CC=CCC1C(=O)O (stereo not given) | 51%[activator] | 0% | -52% | -17% | 21 | -11% | 18
CCOC(=O)c1oc2ccc3c(c2c1C)C(=O)CC1(CCN(C(=O)OCC)CC1)O3 | 16% | 4% | -19% | -9% | -7 | 2.6µM* | -2
N/C(Cc1ccc([N+](=O)[O-])cc1)=N\OC(=O)c1ccc(Br)o1 | 33%[activator] | 0% | -10% | -6% | 38 | 15% | -2
